Dynein cargo inh – dynein cargo transport inhibition; 3617.4 mouse cells, GR-EGFP nuclear translocation imaging; test concentration mostly 20 µM; stimulated with dexamethasone, 1 µM; hits give low values; z-score, hits read low; actives 0.47% (n = 220,000);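 active means plate z-score of nuclear minus cytoplasmic receptor signal below a set negative limit, without overly bright fluorescence or cell loss, cut at about -3.5 in these data, passing the limit was not always enough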;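 further: z-score of nuclear minus cytoplasmic ring GR-EGFP intensity difference per well; some compounds called inactive have numbers as strong as hits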
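Medium: Induction medium lacking tetracycline, stripped serum | Probe or stimulus: 1.0 µM final dexamethasone stimulus | Schedule: 48 h induction, then 1 h compound, then 30 min agonist, 37 °C | Signal: Automated 10x imaging of fixed Hoechst-stained cells | Evaluation: Per-cell GR-EGFP intensity, nucleus versus surrounding cytoplasmic ring, well-averaged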
bCat nuc transl – alters nuclear translocation of beta-catenin in HeLa cells; immunofluorescence imaging; AID 1665; actives 0.3% (n = 190,000); nuclear translocation activity, % at 5 µM;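 active means nuclear translocation activity above 50% at 5 µM, with a well cell count of 50 or more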;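 further: per-cell ratio of nuclear to cytoplasmic median beta-catenin stain intensity; plate controls were DMSO negative control for no effect and GSK-3 inhibitor IX positive control for full effect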
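Test system: human HeLa cells, native beta-catenin. Compound dosing: 5 µM primary single dose, 0.1% DMSO, 0.02–20 µM confirmation series. Incubation: compound exposure 24 h at 37°C. Detection: beta-catenin immunostaining with DAPI counterstain, 20x imaging, 6 fields/well. Read-out basis: Nuclear/cytoplasmic beta-catenin signal ratio, % activation.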
MT stabilizer – stabilizes microtubules in HeLa cells; HeLa tubulin immunostaining HCS, 24 h; share of cells brighter than vehicle mean+2SD; % tubulin-high responders, % at 10 µM; actives 0.83% (n = 200,000); AID 2205;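 active means plate Z-score above 3 for both tubulin-high and condensed-nucleus cell shares, with cell loss under 80%, at 10 µM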;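 further: anti alpha tubulin signal scored within the nucleus-defined area of each cell; some results filed as inactive read as strong as hits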
Autophagy HCS – autophagy modulation, high-content screen; MEF GFP-LC3 puncta imaging; test concentration mostly 10 µM; calls only at 10 µM (by protocol); actives 0.98% (n = 190,000);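 active means percentage of spot-positive cells more than 3 SD above its plate mean, without a fluorescence outlier flag or 80% toxicity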;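 further: spot-positive cell cutoff set from DMSO-treated cells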
CSM14.1 death rescue – rescue of cells from ER stress-induced death, primary screen, 384-well, CSM14.1, thapsigargin, ATP luminescence (AID 1222). CSM14.1 thapsigargin-induced death rescue, ATP luminescence; higher % means a stronger effect. cellular ATP content (survival), % at 20 µM, or EC50 in µM where a hit was titrated. 190,000 tested, under 10 active;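 active means EC50 below 50 µM in the dose-response confirmation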;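 further: death triggered by thapsigargin at about 15 µM added after 2 h compound pretreatment; cell ATP read after overnight thapsigargin exposure of roughly 18 to 22 hours; normalized against plate controls of thapsigargin alone and 5% DMSO vehicle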
UTI89 phage lysis – inhibition of K1F phage lysis, E. coli UTI89, bacterial capsule biogenesis inhibitors, alamar blue (AID 488966); inhibition, % at 100 µM, or IC50 in µM where a hit was titrated; E. coli UTI89 K1F phage lysis, alamar blue, 2 h; higher % means a stronger effect; actives 0.02% (n = 340,000);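 active means phage lysis inhibition, versus mean bacterial control, above a set limit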;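 further: capsule biogenesis inhibitors block K1F phage lysis so surviving cells raise fluorescence; higher fluorescence means more inhibition of phage lysis; actives were called in the ten point dose series up to 300 µM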
P. falciparum M1AAP – malaria alanyl aminopeptidase activity blockers – biochemical, fluorogenic H-Leu-NHMec substrate, 1536-well (AID 1445); recombinant M1AAP, H-Leu-NHMec fluorogenic kinetic assay; higher % means a stronger effect; inhibition, % at 30 µM; hits with a dose series show IC50 in µM; actives 0.42% (n = 220,000);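 active means primary inhibition above the hit cutoff, then over 50% inhibition at one or more dose response concentrations, cut at about 23% in these data, passing the limit was not always enough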;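 further: plate controls were DMSO full reaction for no effect and no enzyme background for full effect; strong numbers were not always called active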
Insulin prom up – MIN6 insulin promoter up-regulation | MIN6 insulin promoter-GFP reporter, high-content imaging; hits give high values | AID 1625 | z-score at 5 µM | actives 0.3% (n = 190,000);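 active means z-score above 3 at 5 µM with at least 500 cells counted in the well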
M17LAP inhibition – P. falciparum M17LAP inhibitors, primary screen, biochemical, fluorogenic H-Leu-NHMec substrate, 1536-well (AID 1619); recombinant M17LAP, H-Leu-NHMec fluorogenic kinetic assay; higher % means a stronger effect; inhibition, % at 30 µM; hits with a dose series show IC50 in µM; actives 0.38% (n = 220,000);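 active means compound inhibiting the enzyme by more than half at any dose during confirmatory dose-response retesting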;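 further: plate controls were full reaction with DMSO carrier for no effect and no enzyme background for full effect; strong numbers were not always called active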
Dynein cargo inh cytoplasmic EGFP – also measured in Dynein cargo inh; calls as there; z-score; measured here: cytoplasmic GR-EGFP intensity; hits give high values
Dynein cargo inh nuclear GR-EGFP – second read-out of Dynein cargo inh, no call of its own (marks repeat the call); z-score; measured here: nuclear GR-EGFP intensity;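 lower value marks the stronger effect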
Dynein cargo inh cell count – also measured in Dynein cargo inh; calls as there; z-score; measured here: cell count per field
Insulin prom up cell count – recorded beside Insulin prom up, whose call it bears; cell count; measured here: cytotoxicity, nuclei count;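 total cells summed across four imaged fields per well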
bCat nuc transl cell count 5 µM – recorded beside bCat nuc transl, whose call it bears; cell count; measured here: cell count, cytotoxicity flag
MT stabilizer Hoechst-high % – further read-out of MT stabilizer, marked with its call; % Hoechst-high responders; measured here: nuclear condensation Hoechst responders;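 share of cells brighter than vehicle mean plus two SD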
MT stabilizer cytotoxicity % – further read-out of MT stabilizer, marked with its call; toxicity, %; measured here: cytotoxicity by cell density;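 0% = mean cell density of plate MIN control wells and 100% = no cells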
Autophagy HCS cell loss 18 h – recorded beside Autophagy HCS, whose call it bears; toxicity, %; measured here: cell loss, nuclei count;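 cell loss after 18 h compound exposure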
Numbers without * were called inactive.

`COc1ccc(Cc2nnc(SCC(=O)N3CCc4ccccc4C3)o2)cc1` gave Dynein cargo inh -1.05, bCat nuc transl 0.1, MT stabilizer 3.7, Autophagy HCS inactive, CSM14.1 death rescue -0.4%, UTI89 phage lysis -0.2%, P. falciparum M1AAP 13.5%, Insulin prom up -0.12, M17LAP inhibition 38.7%, Dynein cargo inh cytoplasmic EGFP -0.163, Dynein cargo inh nuclear GR-EGFP -0.354, Dynein cargo inh cell count 0.736, Insulin prom up cell count 1332, bCat nuc transl cell count 5 µM 1138, MT stabilizer Hoechst-high % 1.8, MT stabilizer cytotoxicity % 3.8 and Autophagy HCS cell loss 18 h 12.8.
Screening COc1ccc2c(C)cc(N3CCOCC3)nc2c1 returned Dynein cargo inh -0.505, bCat nuc transl 0.1, MT stabilizer 2.6, Autophagy HCS inactive, CSM14.1 death rescue 4.2%, UTI89 phage lysis 0.2%, P. falciparum M1AAP 2.5%, Insulin prom up -0.01, M17LAP inhibition -16.6%, Dynein cargo inh cytoplasmic EGFP -0.215, Dynein cargo inh nuclear GR-EGFP -0.986, Dynein cargo inh cell count 0.0266, Insulin prom up cell count 1481, bCat nuc transl cell count 5 µM 1442, MT stabilizer Hoechst-high % 2.4, MT stabilizer cytotoxicity % 5.7 and Autophagy HCS cell loss 18 h -2.3.
For CC(C)CNC(=O)NC(=O)COC(=O)c1ccccc1Sc1ccc(C(F)(F)F)cc1[N+](=O)[O-] the results were Dynein cargo inh 0.282, bCat nuc transl -1.6, MT stabilizer 6.2, Autophagy HCS inactive, CSM14.1 death rescue 1.1%, UTI89 phage lysis 3.0%, P. falciparum M1AAP 0.1%, Insulin prom up 0.14, M17LAP inhibition 15.1%, Dynein cargo inh cytoplasmic EGFP -0.227, Dynein cargo inh nuclear GR-EGFP 0.292, Dynein cargo inh cell count -0.449, Insulin prom up cell count 1542, bCat nuc transl cell count 5 µM 1151, MT stabilizer Hoechst-high % 1.4, MT stabilizer cytotoxicity % 7.8 and Autophagy HCS cell loss 18 h 12.6.
`Cc1[nH]n(-c2ccc(F)cc2)c(=O)c1C=Nc1ccc(S(=O)(=O)N(C)C)cc1` gave Dynein cargo inh -0.752, MT stabilizer 2.1, Autophagy HCS inactive, CSM14.1 death rescue -1.4%, UTI89 phage lysis 0.0%, P. falciparum M1AAP -5.9%, Insulin prom up -0.27, M17LAP inhibition 9.3%, Dynein cargo inh cytoplasmic EGFP -0.321, Dynein cargo inh nuclear GR-EGFP -0.641, Dynein cargo inh cell count 0.587, Insulin prom up cell count 1167, MT stabilizer Hoechst-high % 2.1, MT stabilizer cytotoxicity % 6.2 and Autophagy HCS cell loss 18 h 9.5.
For NNC(=O)C(Cc1ccccc1)NC(=O)OCc1ccccc1 (stereo unspecified) the results were Dynein cargo inh 0.548, bCat nuc transl 2.1, MT stabilizer 0.8, Autophagy HCS inactive, CSM14.1 death rescue -0.8%, UTI89 phage lysis -1.8%, P. falciparum M1AAP -1.2%, Insulin prom up 0.68, M17LAP inhibition 24.2%, Dynein cargo inh cytoplasmic EGFP -0.0304, Dynein cargo inh nuclear GR-EGFP 0.485, Dynein cargo inh cell count -1.75, Insulin prom up cell count 1474, bCat nuc transl cell count 5 µM 985, MT stabilizer Hoechst-high % 2.0, MT stabilizer cytotoxicity % 3.5 and Autophagy HCS cell loss 18 h -5.9.
Screening CCC(CC)c1nnc(NC(=O)c2cc([N+](=O)[O-])ccc2N2CCCCC2)s1 returned Dynein cargo inh -0.147, bCat nuc transl 0.0, MT stabilizer 2.1, Autophagy HCS inactive, CSM14.1 death rescue -1.8%, UTI89 phage lysis 0.2%, P. falciparum M1AAP 2.6%, Insulin prom up -0.54, M17LAP inhibition 7.6%, Dynein cargo inh cytoplasmic EGFP -0.262, Dynein cargo inh nuclear GR-EGFP -0.121, Dynein cargo inh cell count 0.791, Insulin prom up cell count 1310, bCat nuc transl cell count 5 µM 478, MT stabilizer Hoechst-high % 2.3, MT stabilizer cytotoxicity % 7.6 and Autophagy HCS cell loss 18 h 7.2.
For Cc1[nH]n(-c2ccc([N+](=O)[O-])cc2)c(=O)c1C=NCCN1CCN(C(=O)c2cccc(F)c2)CC1 the results were Dynein cargo inh -0.464, bCat nuc transl -3.8, MT stabilizer 0.5, Autophagy HCS inactive, CSM14.1 death rescue -3.2%, UTI89 phage lysis 0.4%, P. falciparum M1AAP 5.1%, Insulin prom up -0.64, M17LAP inhibition 9.3%, Dynein cargo inh cytoplasmic EGFP -0.382, Dynein cargo inh nuclear GR-EGFP -0.251, Dynein cargo inh cell count 0.325, Insulin prom up cell count 868, bCat nuc transl cell count 5 µM 1259, MT stabilizer Hoechst-high % 1.4, MT stabilizer cytotoxicity % 1.7 and Autophagy HCS cell loss 18 h -0.7.
For O=C(Cc1cccc2ccccc12)NNC(=O)c1cccs1 the results were Dynein cargo inh -0.13, bCat nuc transl 3.6, MT stabilizer 3.3, Autophagy HCS inactive, CSM14.1 death rescue -1.9%, UTI89 phage lysis -10.0%, P. falciparum M1AAP 1.8%, Insulin prom up 0.68, M17LAP inhibition 7.6%, Dynein cargo inh cytoplasmic EGFP -0.196, Dynein cargo inh nuclear GR-EGFP 0.623, Dynein cargo inh cell count -0.0985, Insulin prom up cell count 1499, bCat nuc transl cell count 5 µM 1369, MT stabilizer Hoechst-high % 2.2, MT stabilizer cytotoxicity % 5.4 and Autophagy HCS cell loss 18 h -27.0.
`CCN1CCN(C(=O)C2CCN(S(=O)(=O)c3cccc4cccnc34)CC2)CC1` gave Dynein cargo inh -0.423, bCat nuc transl -1.0, MT stabilizer 2.1, Autophagy HCS inactive, CSM14.1 death rescue -0.5%, UTI89 phage lysis 4.6%, P. falciparum M1AAP -0.9%, Insulin prom up -1.18, M17LAP inhibition 1.3%, Dynein cargo inh cytoplasmic EGFP -0.128, Dynein cargo inh nuclear GR-EGFP -0.169, Dynein cargo inh cell count 0.231, Insulin prom up cell count 1017, bCat nuc transl cell count 5 µM 1112, MT stabilizer Hoechst-high % 3.1, MT stabilizer cytotoxicity % 7.6 and Autophagy HCS cell loss 18 h -3.0.
Screening O=C1N=C(N2CCCCC2)SC1=C1CCCCC1 returned Dynein cargo inh -0.196, bCat nuc transl -3.3, MT stabilizer 2.0, Autophagy HCS inactive, CSM14.1 death rescue -1.2%, UTI89 phage lysis 0.2%, P. falciparum M1AAP 1.6%, Insulin prom up 0.95, M17LAP inhibition -3.8%, Dynein cargo inh cytoplasmic EGFP -0.155, Dynein cargo inh nuclear GR-EGFP -0.081, Dynein cargo inh cell count 1.35, Insulin prom up cell count 668, bCat nuc transl cell count 5 µM 1192, MT stabilizer Hoechst-high % 1.7, MT stabilizer cytotoxicity % 6.6 and Autophagy HCS cell loss 18 h -5.1.
For Cc1ccc(/C=N/N2CCN(Cc3cccc4ccccc34)CC2)o1 the results were Dynein cargo inh -0.571, MT stabilizer 2.0, Autophagy HCS inactive, CSM14.1 death rescue 0.0%, UTI89 phage lysis 11.4%, P. falciparum M1AAP 4.4%, M17LAP inhibition 6.1%, Dynein cargo inh cytoplasmic EGFP 0.139, Dynein cargo inh nuclear GR-EGFP -0.153, Dynein cargo inh cell count 0.616, MT stabilizer Hoechst-high % 1.6, MT stabilizer cytotoxicity % 3.9 and Autophagy HCS cell loss 18 h -6.5.
`Cc1cc(C)c2cc(CN(CC3CCCO3)S(=O)(=O)c3ccc4c(c3)OCCO4)c(=O)[nH]c2c1` (stereo unspecified) gave Dynein cargo inh -1.04, bCat nuc transl -6.2, MT stabilizer 4.3, Autophagy HCS inactive, CSM14.1 death rescue 0.0%, UTI89 phage lysis 4.3%, P. falciparum M1AAP 5.1%, Insulin prom up -0.41, M17LAP inhibition -4.7%, Dynein cargo inh cytoplasmic EGFP -0.187, Dynein cargo inh nuclear GR-EGFP -0.342, Dynein cargo inh cell count -0.0441, Insulin prom up cell count 1132, bCat nuc transl cell count 5 µM 979, MT stabilizer Hoechst-high % 2.2, MT stabilizer cytotoxicity % 9.0 and Autophagy HCS cell loss 18 h 5.7.
For CN(C)C(CNC(=O)c1cccnc1Sc1ccccc1)c1ccco1 (stereo unspecified) the results were Dynein cargo inh -0.561, bCat nuc transl -9.1, MT stabilizer 2.2, Autophagy HCS inactive, CSM14.1 death rescue 2.0%, UTI89 phage lysis 0.1%, P. falciparum M1AAP 1.5%, M17LAP inhibition 0.3%, Dynein cargo inh cytoplasmic EGFP -0.465, Dynein cargo inh nuclear GR-EGFP -0.392, Dynein cargo inh cell count 0.0985, bCat nuc transl cell count 5 µM 1164, MT stabilizer Hoechst-high % 1.5, MT stabilizer cytotoxicity % 9.8 and Autophagy HCS cell loss 18 h -5.5.
For CCOc1ccc(-c2nnn(CC(=O)NCc3ccco3)n2)cc1OCC the results were Dynein cargo inh -0.581, bCat nuc transl -4.6, MT stabilizer 4.1, Autophagy HCS inactive, CSM14.1 death rescue 0.7%, UTI89 phage lysis 1.8%, P. falciparum M1AAP -1.3%, Insulin prom up 0.5, M17LAP inhibition 4.9%, Dynein cargo inh cytoplasmic EGFP 0.0221, Dynein cargo inh nuclear GR-EGFP -0.274, Dynein cargo inh cell count 0.972, Insulin prom up cell count 1082, bCat nuc transl cell count 5 µM 1282, MT stabilizer Hoechst-high % 2.6, MT stabilizer cytotoxicity % 5.4 and Autophagy HCS cell loss 18 h -0.3.

Source: PubChem

Rows are unselected, and some 2.9% of all compounds hit somewhere here.
